CTSL1 counter: Fasciola hepatica cathepsin L1 inhibitors, primary screen, counter-screen for PFM18AAP inhibitor project, biochemical, QFRET, fluorogenic peptide substrate; inhibition, % at 5.96 µM; 300,000 tested, 0.49% active; recombinant F. hepatica cathepsin L1, Z-Leu-Arg-MCA fluorescence;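 active = inhibition above the mean of all tested compounds plus 3 SD, set per screening campaign, cut at about 17% in these data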;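 note: 0% = plate median of test compound wells and 100% = 1 µM Z-Phe-Ala-diazomethylketone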
PP1 counter: PP1-alpha phosphatase inhibitors, primary screen, counter-screen for PP5 inhibitor project, biochemical, fluorescence, OMFP substrate, single point. Serine/threonine-protein phosphatase PP1-alpha catalytic subunit (Homo sapiens), P62136. purified PP1alpha. inhibition, % at 6.7 µM. 320,000 tested, 0.9% active. AID 2235, 2010;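 active = inhibition above the mean inhibition of all tested compounds plus 3 SD, computed separately for each screening campaign, cut at about 15% in these data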
TPT1 inh: Candida albicans TPT1 enzyme inhibitors, primary screen, biochemical, fluorescence polarization | recombinant caTPT1, FP RNA substrate dephosphorylation | inhibition, % at 5 µM | tRNA 2'-phosphotransferase TPT1 (Candida albicans SC5314) | 300,000 tested, 0.81% active | AID 1962, 2009;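 active = inhibition above the mean of all tested compounds plus 3 SD, set per screening campaign, cut at about 24% in these data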;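 note: plate controls were DMSO alone for no effect and ferristatin control at 100 nM for full effect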
JMJD2C inh: inhibitors of GASC-1 histone demethylase, primary screen, biochemical, fluorescence, DELFIA europium | Lysine-specific demethylase 4C (Homo sapiens), Q9H3R0 | GST-JMJD2C(1-420) H3K9me3 demethylation | inhibition, % at 2.35 µM | 330,000 tested, 0.069% active;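 active = more than half of a compound's replicate wells show inhibition beyond 50%, single wells judged on their own value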;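 note: signal counts dimethyl H3K9 product captured on neutravidin plate; 0% = median of DMSO wells and 100% = 0.3 times that DMSO median; strong numbers were not always called active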
Efflux pump mplx: inhibitors of Candida efflux pumps in yeast, primary screen, S. cerevisiae, Nile Red, multiplex; inhibition, % at 10 µM; S. cerevisiae Candida pump triplex; AID 485275, 2010; 330,000 tested, 0.44% active;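 active = plate passing quality check with inhibition over a set limit, or well fluorescence over plate mean plus 4 SD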;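 note: Nile Red retained in pooled yeast measured as flow cytometry median fluorescence; 0% = buffer negative control and 100% = Enniatin B positive control; higher means more Nile Red kept so more efflux inhibition; some compounds called inactive have numbers as strong as hits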
PP5 primary: PP5 phosphatase inhibitors, primary screen, biochemical, fluorescence; purified PP5c, OMFP substrate fluorescence; 320,000 tested, 0.18% active; inhibition, % at 6.7 µM;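 active = inhibition above the campaign's mean inhibition across all tested compounds plus 3 SD, cut at about 9.5% in these data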;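 note: 0% = DMSO only and 100% = 100 µM cantharidin control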
PREPL inh: PREPL enzyme inhibitors, primary screen, biochemical, fluorescence polarization; Prolyl endopeptidase-like (Homo sapiens), Q4J6C6; recombinant PREPL, fluorescence polarization activity-based probe; inhibition, % at 5.96 µM; 320,000 tested, 0.68% active; AID 2751, 2010; in the data active = inhibition above about 43%;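 note: 0% = enzyme with DMSO and 100% = wells lacking enzyme; many of its hits are not listed in these tables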
Target sequence (Q4J6C6 whole entry, looked up): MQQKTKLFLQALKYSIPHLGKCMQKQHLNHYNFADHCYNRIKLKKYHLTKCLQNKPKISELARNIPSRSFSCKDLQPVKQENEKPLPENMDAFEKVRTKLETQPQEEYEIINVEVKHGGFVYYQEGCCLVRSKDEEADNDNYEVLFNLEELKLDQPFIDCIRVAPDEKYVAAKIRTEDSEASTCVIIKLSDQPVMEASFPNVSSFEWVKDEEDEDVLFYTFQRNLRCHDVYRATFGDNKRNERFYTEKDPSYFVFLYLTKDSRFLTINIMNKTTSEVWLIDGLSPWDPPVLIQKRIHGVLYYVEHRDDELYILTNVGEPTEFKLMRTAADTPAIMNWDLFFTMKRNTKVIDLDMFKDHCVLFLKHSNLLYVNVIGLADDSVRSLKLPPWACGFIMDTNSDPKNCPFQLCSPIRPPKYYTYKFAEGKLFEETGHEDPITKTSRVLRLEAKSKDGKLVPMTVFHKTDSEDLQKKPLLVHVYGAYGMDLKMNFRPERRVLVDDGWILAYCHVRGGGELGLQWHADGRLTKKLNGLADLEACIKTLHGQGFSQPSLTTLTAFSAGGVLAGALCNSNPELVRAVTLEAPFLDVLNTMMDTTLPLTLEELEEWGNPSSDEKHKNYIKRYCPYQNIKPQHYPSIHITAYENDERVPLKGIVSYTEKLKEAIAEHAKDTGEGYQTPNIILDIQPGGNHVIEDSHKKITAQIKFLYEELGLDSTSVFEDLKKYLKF
core dimer inh: inhibitors of HCV core protein dimerization, primary screen, biochemical, TR-FRET, high-throughput; TR-FRET GST/Flag-core106 dimerization, 1536-well; inhibition, % at 5 µM; 300,000 tested, 0.33% active; AID 1899, 2009;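 active = inhibition above the mean of all tested compounds plus 3 SD, set per screening campaign, cut at about 45% in these data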
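Assay system: GST-tagged and Flag-tagged HCV core protein residues 1-106 / Times: compound-protein-antibody incubation 4 h at 22.5 °C / Signal: time-resolved FRET, ex 340 nm, em 617 and 671 nm / Evaluation: % inhibition based on acceptor/donor emission ratio / Benchmarks: wells lacking GST-core106 and wells with excess unlabelled core106 / Repeats: singlicate, one well per compound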
LYPLA2 counter: LYPLA2 inhibitors, primary screen, counter-screen for PME1 inhibitor project, biochemical, fluorescence polarization, FP-Rh probe ABPP; Acyl-protein thioesterase 2 (Homo sapiens), O95372; recombinant LYPLA2; inhibition, % at 5.9 µM; 320,000 tested, 0.38% active;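 active = inhibition above the screen-wide mean plus 3 SD, limit set per campaign, cut at about 26% in these data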;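 note: 0% = LYPLA2 with DMSO and 100% = wells lacking LYPLA2 enzyme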
Target sequence (O95372 whole entry, looked up): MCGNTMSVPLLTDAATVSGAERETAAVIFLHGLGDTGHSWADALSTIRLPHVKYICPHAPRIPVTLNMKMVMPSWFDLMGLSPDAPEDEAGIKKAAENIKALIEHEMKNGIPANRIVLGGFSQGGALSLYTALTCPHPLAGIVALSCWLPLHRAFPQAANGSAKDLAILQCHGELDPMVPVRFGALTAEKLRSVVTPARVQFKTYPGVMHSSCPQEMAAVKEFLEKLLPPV
* = called active by the depositor; · = not tested or not shown.

SMILES | CTSL1 counter | PP1 counter | TPT1 inh | JMJD2C inh | Efflux pump mplx | PP5 primary | PREPL inh | core dimer inh | LYPLA2 counter
COC1C/C(=N\O)C2OC(c3ccccc3)OCC2O1 (stereo not given) | -1 | -2 | -1 | 2 | 0.2 | 1.5 | 6 | -2 | 9
CCc1ccccc1N(CC(=O)NCc1ccco1)C(=O)CCC(=O)Nc1nccs1 | 9 | 1 | 1 | -3 | -0.1 | 1.4 | -2 | 15 | 0
CCOc1ccccc1NC(=O)Nc1c(C)n(-c2ccccc2)c(=O)n1C | 2 | 0 | -1 | -6 | -0.1 | -1.1 | 10 | -3 | -2
CCOC(=O)C1CN(S(=O)(=O)c2ccc(C)cc2)CCN1S(=O)(=O)c1ccc(C)cc1 (stereo not given) | 3 | 1 | -6 | 1 | 0.0 | 2.3 | 3 | 1 | 1
S=C(NC1CCCC1)NN1CCOCC1 | 3 | 1 | -2 | 1 | 0.1 | 1.3 | 7 | 4 | 3
CC(C)(C)c1cn(-c2ccc(F)cc2)c(=S)[nH]1 | 1 | -1 | 2 | -3 | 0.0 | 2.0 | 3 | -5 | 5
Cc1c(/C=N\NC(=O)c2c[nH]c3ccccc23)cnn1C | 1 | -2 | -3 | -5 | -0.1 | -0.8 | 9 | -6 | 3
Cc1cc(C)nc(NCCC(=O)O)n1 | -5 | -4 | -3 | -23 | -0.1 | -1.3 | -3 | -1 | -5
O=c1c2ccccc2ncn1/N=C/c1ccccc1 | 1 | 1 | 1 | -26 | -0.2 | -1.2 | -1 | 1 | -2
CCN(CC)CCNC(=O)c1ccc(NC(=O)COc2ccccc2F)cc1 | -2 | -3 | -3 | 0 | 0.0 | 0.4 | -12 | -1 | 1
O=C(CCC(=O)Nc1ccc(F)cc1)N/N=C/c1ccncc1 | -2 | 1 | 2 | -3 | -0.1 | 2.0 | -5 | 3 | -1
C/C(Cc1ccccc1)=N\NC(=O)CNC(=O)c1cccc(Br)c1 | -4 | -1 | -1 | 8 | -0.2 | 0.0 | 15 | -8 | 4
O=C(NCc1ccc2c(c1)OCO2)C(=O)Nc1cc2c3c(c1)CC(=O)N3CCC2 | 0 | 7 | -3 | 3 | 0.3 | 2.6 | 38 | 11 | 2
CC(NCc1ccc(-c2ccccc2)cc1)C(O)c1ccccc1 (stereo not given) | -2 | 7 | 2 | -11 | 0.4 | -1.4 | 28 | -9 | 4
CC(C)(C)c1ccc(-c2nc3c(C#N)c(-c4ccc5c(c4)OCO5)ccn3n2)cc1 | -1 | -3 | 1 | 0 | 0.1 | 3.1 | 12 | 28 | -3
O=C(/C=C/c1ccc(Br)o1)OCc1ccccc1 | 1 | 3 | 6 | 9 | -0.2 | 2.9 | -9 | 0 | 0
CCOC(=O)c1c(-c2ccccc2)oc2cc(Br)c(O)c(C=O)c12 | 13 | -4 | 16 | 1 | 0.7 | 1.2 | 7 | -257 | 5
O=C(CS(=O)(=O)c1ccc(Cl)c(Cl)c1)Nc1ccccc1Cl | 0 | 1 | 0 | 1 | 0.1 | 11* | -26 | -3 | 5
Cc1cnc(C(=O)OCC(=O)Nc2ccc(C)c(S(=O)(=O)N(C)C)c2)cn1 | -5 | -4 | 3 | -20 | 0.1 | -0.7 | 10 | 4 | -2
CCOc1cc(C(=S)N2CCCC2)ccc1O | -1 | 0 | 0 | 5 | 0.1 | 3.5 | 7 | -9 | 0
Cc1ccc(-c2nc3s/c(=C\c4ccco4)c(=O)n3n2)cc1 | -5 | 0 | 3 | 2 | 0.8* | 0.6 | 5 | 33 | -5
CCOC(=O)c1ccc(Oc2nc(OC)nc(N(C)C)n2)cc1 | -4 | 3 | -1 | 16 | 0.2 | 1.7 | 14 | 3 | -3
Nc1ccc(NS(=O)(=O)c2ccccc2)cc1 | 6 | 11 | -2 | 3 | 0.0 | -8.2 | 19 | -14 | -3
O=c1[nH]c2cc3c(cc2cc1CN(CCc1ccccc1)Cc1nnnn1CC1CCCO1)OCO3 (stereo not given) | 1 | -5 | -8 | 3 | 0.8 | 3.4 | 13 | 3 | -1
O=C(c1cccc(Br)c1)N1CCN(C2=NS(=O)(=O)c3ccccc32)CC1 | 0 | -4 | 0 | 1 | 0.1 | 1.4 | 7 | 12 | 4

Marked active in Efflux pump mplx, of those listed so far:
smiles | TPT1 inh | JMJD2C inh | Efflux pump mplx | PP5 primary | PREPL inh | core dimer inh
Cc1ccc(-c2nc3s/c(=C\c4ccco4)c(=O)n3n2)cc1 | 3 | 2 | 0.8* | 0.6 | 5 | 33

(more compounds)
SMILES | CTSL1 counter | PP1 counter | TPT1 inh | JMJD2C inh | Efflux pump mplx | PP5 primary | PREPL inh | core dimer inh | LYPLA2 counter
Cc1ccc(C(C)(C)C)cc1S(=O)(=O)NC(=O)c1ccccc1 | 3 | -1 | 0 | -4 | 0.3 | 2.1 | 11 | 3 | -6
CC1C(C#N)=C(N)OC2=C1C(=O)CCC2 (stereo not given) | 2 | -4 | 0 | -2 | -0.1 | 0.0 | 7 | 2 | -2
C=CCN(Cc1cccc(OC)c1OC)C(=O)Oc1ccccc1 | · | 3 | · | 11 | 0.1 | 1.0 | 0 | · | 2
CS(=O)(=O)N(CC(=O)Nc1ccccc1Sc1ccccc1)c1cccc(Br)c1 | 2 | 2 | -6 | -16 | -0.1 | 0.7 | -17 | 8 | -8
Cn1c(CCN2CCCCC2)nc2cc(NS(=O)(=O)c3ccc(F)cc3)ccc21 | 7 | -7 | 7 | -8 | 0.2 | -3.6 | -46 | 2 | -1
O=C(c1cccc(Cl)c1)N1CCN(c2ccccn2)CC1 | 3 | 0 | 5 | 11 | 0.1 | 1.4 | 2 | 3 | -3
Cc1cc(C)c2cc(C)c(SCC(=O)NCc3ccco3)nc2c1 | 3 | 5 | -2 | 2 | -0.3 | 5.5 | 4 | 11 | 0
Cn1c(Cc2ccccc2)nnc1SCC(=O)NCCc1ccccc1 | 0 | 5 | -1 | 31 | 0.0 | -2.9 | 6 | 0 | 6
Cc1ccccc1Nc1nc2nonc2nc1N1CCOCC1 | 0 | 0 | -3 | 0 | -0.2 | 0.1 | -1 | -1 | 2
CCCCC(=O)Nc1ccc(S(=O)(=O)Nc2nccc(C)n2)cc1 | -3 | 1 | -3 | 10 | 0.0 | -0.6 | 2 | -2 | 6
COCCN1C(=O)/C(=C/c2cc3c(cc2Br)OCO3)NC1=S | 1 | -2 | 0 | -19 | 0.2 | 4.0 | 10 | -8 | 1
CCCCC1=NN2C(=N)CC(=O)N=C2S1 | 1 | 2 | 17 | -20 | 0.0 | -2.5 | 11 | 2 | -1
Cc1ccc(Cn2cc(CCC(=O)O)c3ccccc32)cc1 | 1 | 0 | -4 | -8 | -0.1 | 1.7 | 10 | -33 | 5
COC(=O)c1cc(C)[nH]c2c(C)cc3nc4ccccc4c3c12 | 2 | 1 | 0 | -2 | 0.2 | 8.5 | -2 | -2 | -6
CCc1ccc(NC(=O)CSc2nnc(CNC(=O)c3c(F)cccc3Cl)o2)cc1 | 6 | 1 | 2 | 35 | 0.0 | 1.7 | 0 | 2 | 0
CC(C)(C)NS(=O)(=O)c1ccc(CCC(=O)Nc2cc(Cl)ccc2Oc2ccccc2)cc1 | 6 | 5 | 6 | -11 | -0.1 | 2.8 | -7 | 21 | -10
O=[N+]([O-])c1cc(-c2cnc3ccccc3n2)ccc1Oc1ccc(Cl)cc1 | 2 | 5 | -3 | -3 | 0.1 | 0.0 | -7 | -8 | -1
CCOc1ccc(C(C)C)cc1S(=O)(=O)n1nc(C)cc1C | 0 | 0 | 2 | 2 | 0.2 | 0.2 | -3 | 3 | -4
COC(=O)c1cc(NS(=O)(=O)c2ccc(N3CCC(C)CC3)c([N+](=O)[O-])c2)cc(C(=O)OC)c1 | -3 | 0 | 3 | 7 | -0.2 | 0.1 | 2 | 21 | -10
COc1ccc(-n2c(NC(=O)c3ccco3)c(C#N)c3nc4ccccc4nc32)cc1 | 1 | 15 | 36* | 20 | 0.0 | 2.4 | 5 | 30 | -4
COc1ccc(OC)c(S(=O)(=O)N(C)CC(=O)N2CCN(c3ccccc3F)CC2)c1 | 1 | 3 | -5 | 5 | -0.1 | 3.3 | 11 | -2 | 8
O=C(NNC(=O)c1ccccc1Cl)c1cc2cc(OC(F)(F)F)ccc2[nH]1 | -2 | 3 | -3 | -17 | 0.2 | 5.2 | 14 | -1 | -12
O=C(/C=C/c1ccc2c(c1)OCO2)Nc1nncs1 | -4 | -7 | -1 | -2 | -0.1 | -2.2 | -1 | 6 | 2
COc1ccc(C(=O)/C(=C/c2cccs2)c2nc3ccccc3o2)cc1 | 4 | 0 | -3 | 6 | -0.1 | 1.8 | 12 | 21 | -9
O=C(COc1ccccc1Cl)N1CCc2ccccc2C1 | 2 | 0 | -3 | 6 | 0.0 | -0.4 | 6 | 12 | 1

(next part)
SMILES | CTSL1 counter | PP1 counter | TPT1 inh | JMJD2C inh | Efflux pump mplx | PP5 primary | PREPL inh | core dimer inh | LYPLA2 counter
CCc1cc2cc(C)cc(C)c2nc1SCC(=O)Nc1cc(C)on1 | -1 | -1 | -1 | 30 | 0.0 | 2.9 | 15 | 9 | -2
CCCS(=O)c1nc(C)cc(C)c1S(C)(=O)=O (stereo not given) | -2 | -3 | -1 | 31 | 0.1 | 2.8 | -3 | -2 | -1
O=c1oc2ccc(Cl)cc2nc1/C=C(\O)c1ccco1 | 0 | -2 | -1 | 6 | 0.1 | 1.8 | -3 | -1 | -2
COc1cccc(C2Nc3c(F)cc(Br)cc3C3C=CCC32)c1OC (stereo not given) | -5 | -3 | -3 | 1 | -0.4 | -0.5 | 9 | -15 | 4
CCn1c(C(O)c2ccc3c(c2)OCO3)nc2ccccc21 (stereo not given) | -16 | -1 | -1 | -1 | -0.2 | 0.2 | -3 | -1 | 9
COc1ccc2c(c1)C(=NO)c1cc(OC)ccc1-2 | 0 | 2 | 5 | 4 | -0.1 | 3.8 | 6 | -4 | 1
N#Cc1nc(-c2ccc(OCc3ccccc3)cc2)oc1NCc1ccco1 | -3 | -3 | -4 | 4 | 0.0 | -0.1 | 17 | 7 | -2
COc1ccc(C(CCN2CCCC(C)C2)c2c(OC)cc(OC)c3c2OC(=O)CC3c2cc(OC)c(OC)c(OC)c2)cc1 (stereo not given) | 1 | 1 | 1 | 4 | · | 4.3 | 27 | 3 | -8
CCOC(=O)c1c(-c2ccc(OC)cc2)csc1/N=C/N(C)C | -1 | 3 | -1 | -3 | -1.2 | 1.2 | 9 | -8 | 3
CC[n+]1c(/C=C2/C=C(C)CC(C)(C)C2)sc2ccc(OC)cc21 | 1 | 1 | 23 | 8 | 0.1 | -0.7 | 16 | 17 | -18
CCOc1cc(/C=N/O)cc(Br)c1OC | -2 | -1 | -6 | -8 | 0.0 | 1.8 | -7 | -2 | -6
Cn1c(SCc2ccc(Cl)cc2Cl)nc(C(F)(F)F)cc1=O | -3 | 0 | -3 | 4 | -0.1 | -2.0 | 6 | 0 | 0

From PubChem

These rows are one share of the data; rates above refer to the full screens.
